AID inhibitor: blocks human AID cytidine deaminase activity. AID deamination FRET fluorescence, UDG-coupled, 4 h. Potency, µM (titrated, usually from 115 µM), inactives show at the highest dose activity change, negative = inhibition, actives largely listed as inhibitors. hit rate 0.32% among 91,000; also: nearly all actives have a fitted effect of over 25% in size
Target sequence (Q9GZX7 whole entry, looked up): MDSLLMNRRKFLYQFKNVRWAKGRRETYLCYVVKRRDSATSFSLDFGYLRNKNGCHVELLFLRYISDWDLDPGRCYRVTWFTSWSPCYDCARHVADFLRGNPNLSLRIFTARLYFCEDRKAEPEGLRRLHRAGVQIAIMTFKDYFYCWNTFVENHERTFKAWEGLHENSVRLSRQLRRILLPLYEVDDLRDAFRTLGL
UDG counterscr: UDG inhibition counter-screen; FRET deamination/UDG coupled assay, UDG read, 4 h; hit rate 0.14% among 91,000; Potency, µM (titrated, usually from 115 µM), for inactives: at the top dose activity change, negative = inhibition, usual class: inhibitors; AID 1347430; also: nearly all actives have a fitted effect of over 65% in size
* = called active by the depositor; ? = inconclusive; [ ] = remark or other dose. Calls follow the shape of the dose curve; as a rule, active = well fitted curve in the direction sought with a large enough effect; inconclusive = small, poorly fitted or top-dose-only effect, or another doubt; inactive = no such curve, though single readings can be large; an effect the other way counts as inactive or inconclusive. % is scaled to controls: 0 for no effect and ±100 for the full control effect; potency is read from the fitted curve at half-maximal effect. These rows are one share of the data; rates above refer to the full screens.

Every second line gives: AID inhibitor | UDG counterscr
- Cc1cccc(C)c1-n1nnnc1C(C)(C)Nc1ccc2c(c1)OCCO2
    -23% | -11%
- Cc1cc(C)c(C(=O)Oc2c(C)cccc2C)c(C)c1
    -9% | -3%
- c1ccc2c(Nc3ccc4[nH]ncc4c3)ncnc2c1
    37%[activator] | -11%
- COc1ccc(CNC(=O)C2CCN(c3nc4ccccc4o3)CC2)cc1
    -1% | -7%
- COc1ccc(C=O)cc1OCc1c(F)cccc1Cl
    -2% | -4%
- C=CCNc1nc(C(=O)OCC(=O)N(C)CC(=O)Nc2ccc(F)cc2)cs1
    0% | -6%
- CCN(CC)C(=O)c1sc2c(c1C)c(=O)n(Cc1ccccc1)c(=O)n2Cc1ccccc1C
    ? | -17%
- CCC(=O)NC(=S)Nc1cccc(C(=O)N(CC)CC)c1
    -5% | 5%
- CC(C)Nc1nc2c(-c3cccc(Br)c3)nnn2c2ccccc12
    18% | -7%
- CCN1C(=O)C2(C(=C(O)c3ccc4c(c3)OCCO4)C(=O)C(=O)N2CCOC)c2ccccc21 (stereo not drawn)
    9% | -9%

Additional structures.
Every second line gives: AID inhibitor | UDG counterscr
- O=C(O)CCCC(=O)Nc1ccc(C(=O)N2CCCCCC2)cc1
    -4% | -3%
- O=C(Nc1ccc(F)c(F)c1)c1ccc(-c2ccccc2)cc1
    -9% | -8%
- COc1ccc2c(c1C)CCC/C2=N\OC(=O)c1ccccc1F
    -2% | 3%
- CCN1CCN(c2cc(C)c3cc(NC(=O)CC4CCCCC4)ccc3n2)CC1
    -20% | -9%
- O=C(NCc1cccc(Cl)c1)C1CCCN(c2ncnc3onc(-c4ccc(F)cc4)c23)C1 (stereo not drawn)
    2% | -5%
- COCC(=O)NCC(C)(C)c1ccccc1
    -4% | -8%
- O=C(NCC1(N2CCOCC2)CCCCC1)c1ccc(NC(=O)c2cccs2)cc1
    0% | 2%
- O=C(NC1CCCC1)c1ccc2c(c1)N(Cc1ccccc1F)C(=O)c1ccccc1S2
    -17% | -8%[57.5 µM]
- COc1ccc(NC(=O)c2ccc(NC(=O)CCS(=O)(=O)c3cccs3)cc2)cc1Cl
    28% | 35%[activator]
- Cc1cccc(-c2nc(C#N)c(N3CCN(C(=O)c4cccs4)CC3)o2)c1
    -10% | -4%

An excerpt from above in order of heavy-atom count, smallest number first:
Every second line gives: AID inhibitor | UDG counterscr
- O=C(Nc1ccc(F)c(F)c1)c1ccc(-c2ccccc2)cc1
    -9% | -8%
- O=C(O)CCCC(=O)Nc1ccc(C(=O)N2CCCCCC2)cc1
    -4% | -3%
- CCN1CCN(c2cc(C)c3cc(NC(=O)CC4CCCCC4)ccc3n2)CC1
    -20% | -9%
- O=C(NCC1(N2CCOCC2)CCCCC1)c1ccc(NC(=O)c2cccs2)cc1
    0% | 2%
- COc1ccc(NC(=O)c2ccc(NC(=O)CCS(=O)(=O)c3cccs3)cc2)cc1Cl
    28% | 35%[activator]
- O=C(NCc1cccc(Cl)c1)C1CCCN(c2ncnc3onc(-c4ccc(F)cc4)c23)C1 (stereo not drawn)
    2% | -5%

(list continues)
Every second line gives: AID inhibitor | UDG counterscr
- Cc1ccc(CNC(=O)C(C)n2c(=O)cc(C(F)(F)F)c3c(C)nn(C)c32)cc1 (stereo not drawn)
    0% | 31%[activator]
- Cc1ccc(OCc2cc(=O)n3cc(C)sc3n2)c(NC(=O)c2ccco2)c1
    ? | -3%[57.5 µM]
- CCc1ccc(NC(=O)CSc2nc(-c3ccc(C)cc3)nc3c2Cc2c(CO)cnc(C)c2O3)cc1
    -27% | 4%
- O=C(c1cc(-c2ccccc2)nc2ccccc12)N1CCCC(C(F)(F)F)C1 (stereo not drawn)
    -12% | -4%
- CSc1cccc(Nc2nc3c(S(=O)(=O)c4ccccc4)nnn3c3ccc(Cl)cc23)c1
    -7% | -13%
- Cc1ccc(Cn2c(=O)n(-c3cc(C)cc(C)c3)c(=O)c3oc4ccccc4c32)cc1
    -10% | 2%
- Cn1c(=O)c2c(ncn2CC(=O)c2ccc3c(c2)CCC3)n(C)c1=O
    10% | 0%
- COc1ccc(C(=O)C(C)C(=O)c2ccc(OC)cc2)cc1
    -6% | 4%
- CCOc1ccc(NC(=O)Cn2cc(C(=O)c3ccc(F)cc3)c(=O)c3cc4c(cc32)OCCO4)cc1
    5% | 0%
- COc1cccc(N2CCN(C(=O)c3ccc4nc(N5CCC(C)CC5)sc4c3)CC2)c1
    ? | -14%

Other entries
Every second line gives: AID inhibitor | UDG counterscr
- CCOC(=O)c1ccc(Nc2ncnc3c2cnn3-c2cccc(Cl)c2)cc1
    0% | -8%
- COc1ccc2c(C)c(CCC(=O)NCc3ccc(Cl)cc3)c(=O)oc2c1C
    21% | 0%
- O=C1CCc2cc(S(=O)(=O)NCc3ccco3)cc3c2N1CCC3
    -7% | 4%
- CN(Cc1ccccc1)C(=O)c1ccccc1C(=O)OCC(=O)C(C)(C)C
    3% | 9%
- COc1ccccc1N1CCN(c2nc3ccc(C)cc3nc2-n2nc(C)cc2C)CC1
    ? | -25%
- CC(C)(C)OC(=O)COc1ccc2cc(-c3nc4ccccc4s3)c(=O)oc2c1
    2% | 1%
- CC(=O)N1CCc2c(sc3c2c(=O)n(Cc2ccccc2)c(=O)n3Cc2ccccc2F)C1
    ? | -18%
- CCN(CC)CCNC(=O)c1ccc2c(c1)sc1nc(-c3ccc(F)cc3)cn12
    ? | -3%[57.5 µM]
- Cc1cc(C)cc(NC(=O)Cn2cc(C(=O)c3ccccc3)c(=O)c3ccc(C)nc32)c1
    3% | 1%
- COc1ccc(C)cc1-n1nnc(-c2nc(-c3ccncc3)no2)c1N
    -13% | -9%

The list continues.
Every second line gives: AID inhibitor | UDG counterscr
- CN(C)C1(CNC(=S)NCc2ccc(F)cc2)CCCCC1
    0% | -4%
- CC(=O)N1c2ccc(S(=O)(=O)NCCC(=O)Nc3ccc(C)cc3Br)cc2CC1C (stereo not drawn)
    5% | 11%
- CC(C)c1nnc2ccc(NCc3ccccc3Cl)nn12
    -7% | 1%
- Cc1cccc(C)c1NC(=O)c1nc(S(C)(=O)=O)ncc1N(Cc1ccc(F)cc1)Cc1ccco1
    6% | -2%
- C[N+](C)(C)CC(=O)c1ccc2c(c1)OCCCO2
    -1% | -1%
- Cc1cc(Nc2cccc(Cl)c2)nc2ccc(NC(=O)Cc3ccc(Cl)cc3)cc12
    -25% | -9%
- COc1ccc(CNC(=O)c2cn(-c3cccc(OC)c3)c(=O)c3ccccc23)cc1
    -16% | 3%
- O=C(Nc1ccccc1)c1ccc(Cl)c(S(=O)(=O)Nc2ccccc2)c1
    -1% | -5%
- O=C(c1ccc2c(c1)N(Cc1ccccc1Cl)C(=O)c1ccccc1S2)N1CCCC1
    ? | -12%[57.5 µM]
- Cc1ccc(-c2cnc3ccccc3n2)c(C)c1
    -13% | -12%

More results follow.
Every second line gives: AID inhibitor | UDG counterscr
- CC(C)(C)n1nnnc1SCC(=O)N1N=C(c2cc3ccccc3o2)CC1c1ccco1 (stereo not drawn)
    0% | -3%
- COc1ccc(-c2cc(C(F)(F)F)nc(S(=O)(=O)CCCC(=O)Nc3ccccc3C(F)(F)F)n2)cc1OC
    -3% | -5%
- COc1cc2c(cc1OC)CN(C(=O)COC(=O)c1cccnc1Nc1ccccc1F)CC2
    -5% | 4%
- CCOC(=O)c1cc2n(n1)CC(C)(C(=O)NC1CCC(C)CC1)N(CCc1cccs1)C2=O (stereo not drawn)
    -8% | -20%
- COc1cc(NC(=O)c2ccc3c(c2)NC(=O)CS3)cc(OC)c1
    7% | -5%
- O=C(Nc1ccccc1F)C(Cc1ccccc1)N1Cc2ccccc2C1=O (stereo not drawn)
    -4% | 0%
- C=CCc1ccccc1OCc1nc2ccc(C)cc2[nH]1
    0% | 20%
- CCOc1ccc(NC(=O)CSc2nc(-c3cccc(Cl)c3)nc3c2Cc2c(CO)cnc(C)c2O3)cc1
    11% | 0%
- COc1ccc(-n2ncc(C(=O)Nc3ccc4c(c3)OCO4)c2C2CCN(C(=O)OC(C)(C)C)CC2)cc1
    91%[activator] | 22%
- O=C(O)c1ccc2c(C(C(=O)O)N3CCN(c4ncccn4)CC3)cn(Cc3ccccc3)c2c1 (stereo not drawn)
    7% | 5%

Among those listed so far, 2 have a COOH group.
Every second line gives: AID inhibitor | UDG counterscr
- O=C(O)CCCC(=O)Nc1ccc(C(=O)N2CCCCCC2)cc1
    -4% | -3%
- O=C(O)c1ccc2c(C(C(=O)O)N3CCN(c4ncccn4)CC3)cn(Cc3ccccc3)c2c1 (stereo not drawn)
    7% | 5%

(continued)
Every second line gives: AID inhibitor | UDG counterscr
- COc1ccc(OC(=O)c2cc3ccccc3oc2=O)cc1
    -10% | 7%
- COc1cc2[nH]c(=O)n(CCCC(=O)NCc3ccccc3Cl)c(=O)c2cc1OC
    13% | -3%
- CC1Oc2ccccc2C=C1/C=C/C(=O)c1ccc(O)cc1 (stereo not drawn)
    -1% | 2%
- COc1ccccc1CCNC(=O)c1cccn1-c1nnc(N2CCCC2)s1
    ? | 15%
- O=C(O)/C=C/c1cccc(I)c1
    -6% | 8%
- CCC(CC)C(=O)Nc1ccc(OCc2cc(=O)n3ccsc3n2)cc1
    2% | 2%
- Cc1nc(NCc2ccccc2)sc1C(=O)NCC(C)C
    -2% | -5%
- CN(CC(=O)NC(=O)NCC(F)(F)F)Cc1cccc(F)c1
    -9% | 0%
- COc1ccc(Cc2nnc(Nc3ccccc3)[nH]c2=O)cc1OC
    -8% | 1%
- CCSc1nnc2c(n1)OC(C)N(C(=O)CC)c1ccccc1-2 (stereo not drawn)
    2% | 15%

Next part
Every second line gives: AID inhibitor | UDG counterscr
- CCOc1ccc(NC(=O)c2ccccc2Cl)c2cccnc12
    13% | -7%
- COC(=O)c1ccccc1NC(=O)c1cc2c(s1)-c1ccccc1OC2
    -9% | 1%
- O=C(NCCCN1CCN(c2cccc(Cl)c2)CC1)c1sc2ncccc2c1-n1cccc1
    ? | -13%
- COC(=O)c1c(NC(=O)CS(=O)(=O)c2ccc(C)cc2)sc2c1CCCCC2
    -1% | -3%
- CC(=O)c1cccc(NCC(=O)Nc2ccccc2C#N)c1
    7% | ?
- CCCSc1oc(-c2cccs2)nc1S(=O)(=O)c1ccc(Cl)cc1
    -2% | -10%
- COc1cc(NC(=O)CSc2nnc(C)n3c2cc2oc(C)cc23)cc(OC)c1
    -18% | 21%
- Cc1ccc(-c2[nH]c3ccccc3c2C=O)c(C)c1
    -10% | -9%
- O=C(Cn1nnc2sc3c(c2c1=O)CCCC3)Nc1ccc(F)c(Cl)c1
    35%[activator] | 8%
- COc1cc(NC(=O)c2cccc(Cl)c2Cl)ccc1NC(=O)c1cc2ccccc2o1
    21% | 20%

Next entries
Every second line gives: AID inhibitor | UDG counterscr
- CCCc1nnc(NC(=O)c2cc(=O)c3cc(C)c(C)cc3o2)s1
    -6% | -3%
- COc1ccc(NC(=O)C(=O)NCc2ccco2)cc1
    -19%[57.5 µM] | -5%[57.5 µM]
- CC1CCN(S(=O)(=O)c2nnc(NC(=O)c3cccc(Br)c3)s2)CC1
    -17% | -5%
- Cn1c(=O)c2nc(SCC(=O)Nc3ccc(OC(F)(F)F)cc3)n(C)c2n(C)c1=O
    -9% | -9%
- CCc1ccc(NC(=O)N2CCN(Cc3cc(=O)n4nc(-c5ccccc5OC)sc4n3)CC2)cc1
    30% | 31%[activator]
- COc1ccc(-c2csc(-c3c(N)c(C(=O)c4ccccc4)n4ccccc34)n2)cc1
    7% | -15%
- O=C(NC1CCc2ccccc21)C1Cc2ccccc2O1 (stereo not drawn)
    0% | 5%
- COc1ccc(C)cc1NC(=O)CN1CCCN(S(=O)(=O)c2ccc(Br)cc2)CC1
    ? | -14%[57.5 µM]
- COc1ccc(Cl)cc1NC(=O)COCc1cc(-c2ccc(F)cc2)on1
    -10% | 0%
- Cc1ccccc1NC(=O)CN1C(=O)C2(SCC(=O)N2c2ccc(F)cc2)c2ccccc21 (stereo not drawn)
    -3% | 10%

Next part.
Every second line gives: AID inhibitor | UDG counterscr
- Cc1ccc(NC(=O)Cn2cc(S(=O)(=O)N3CCCC3)c(S(=O)(=O)N3CCCC3)c2)cc1F
    14%[57.5 µM] | 2%[57.5 µM]
- O=C(NCc1ccc(F)cc1)c1ccc(-c2csc(C3CC3)n2)cc1
    -8% | 6%
- COc1ccc(NC(=O)C2=C(C)Nc3ncnn3C2c2cccn2C)cc1 (stereo not drawn)
    5% | -9%
- Cc1cc(C)cc(NC(=O)CSc2nc3c([nH]c4ccccc43)c(=O)n2-c2ccc(F)cc2)c1
    -28% | -3%
- CCOC(=O)c1c(NC(=O)/C=C/c2ccc(OCC)c(OC)c2)sc2c1CCC2
    30% | 17%
- COc1ccc(C(C)NC(=O)NCc2ccn[nH]2)cc1OC (stereo not drawn)
    -7% | -2%
- COCC(=O)n1nc(-c2ccco2)nc1NCc1ccccc1Cl
    7% | 4%
- Cc1nc(-n2nc(C)c(CCC(C)C)c2C)sc1C(=O)Nc1cccc(Cl)c1C
    -15% | 1%
- CCOc1ccc(S(=O)(=O)Nc2ccc(-c3ccc(OC)nn3)cc2)cc1
    5% | 7%
- O=C(O)[C@H]1NCCC[C@H]1C(=O)O
    -20% | -12%

(listing goes on)
Every second line gives: AID inhibitor | UDG counterscr
- CC1CCC/C(=C(\C#N)c2nc(-c3ccccc3)cs2)C1 (stereo not drawn)
    -6% | -9%
- Cc1ccc(N2C(=O)[C@@H]3CSC(c4ccc(F)cc4)N3C2=O)cc1 (stereo partly drawn)
    10% | -9%
- Cc1ccc(CNC(=O)CSc2c(C)cnc3c2c(=O)n(C)c(=O)n3C)cc1
    1% | -3%
- COc1cc(C#N)ccc1OC(C)c1ccccc1Cl (stereo not drawn)
    -4% | -6%
- CCOc1ccccc1NC(=O)CSc1nnc(CC)c(CC)n1
    -5% | 6%
- COc1ccc(CNC(=O)CCCn2c(SCC(N)=O)nc3cc4c(cc3c2=O)OCO4)cc1
    17% | -7%
- Cc1ccc(Cl)cc1Nc1nc2ccccc2n2c(C)nnc12
    55%[activator] | 4%
